CDK5 inh: CDK5/p35 (human) kinase inhibition; 330,000 compounds, 0.01% hits; inhibition, % at 10 µM; Q00535+Q15078; Recombinant CDK5/p35, ADP-Glo luminescence, 60 min;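 active = highest replicate inhibition of at least 50% and at least 75% of replicates reaching 50%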;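 note: plate controls were DMSO neutral control for no effect and GW8510 at 10 µM for full effect; many of its hits are not listed in these tables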
DAGLB inhibitor: diacylglycerol lipase beta (human) inhibition. AID 504411. HEK293T DAGLB membrane lysate, EnzChek fluorogenic substrate. Q8NCG7. inhibition, % at 5.17 µM. 340,000 compounds, 0.059% hits; in the data active = inhibition above about 34%;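 note: 0% = enzyme with vehicle and 100% = wells lacking enzyme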
phage Ecoli inh: E. coli growth loss with phage present. growth absorbance. inhibition, % at 11.9 µM. 360,000 compounds, 0.26% hits. AID 651602; in the data active = inhibition above about 11%
PKA-R1A activ: PKA-R1A complex activation; P00514+P68181; PKA-R1A dissociation, Cy5-IP20 fluorescence polarization; scaled: DMSO 0%, 113 µM cGMP 100%; activation, % at 11.4 µM; 340,000 compounds, 0.083% hits;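 active = percent activation above the mean of all tested compounds plus 3 SD, cut at about 19% in these data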;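 note: higher means more PKAc released from R1A so a rise in polarization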
HTR5A ag ctr: activates human HTR5A in OPRM1-OPRD1 agonist counter-screen; HTR5A agonist assay, luminescence, cell-based; activation, % at 9.3 µM; 340,000 compounds, 0.61% hits; AID 504692; P47898; in the data active = activation mostly above about 9.5%, no sharp cut-off; inactive = mostly below about 7.6%;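 note: 0% = cells with vehicle only and 100% = reference agonist; strong numbers were not always called active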
Target sequence (P47898 whole entry, looked up): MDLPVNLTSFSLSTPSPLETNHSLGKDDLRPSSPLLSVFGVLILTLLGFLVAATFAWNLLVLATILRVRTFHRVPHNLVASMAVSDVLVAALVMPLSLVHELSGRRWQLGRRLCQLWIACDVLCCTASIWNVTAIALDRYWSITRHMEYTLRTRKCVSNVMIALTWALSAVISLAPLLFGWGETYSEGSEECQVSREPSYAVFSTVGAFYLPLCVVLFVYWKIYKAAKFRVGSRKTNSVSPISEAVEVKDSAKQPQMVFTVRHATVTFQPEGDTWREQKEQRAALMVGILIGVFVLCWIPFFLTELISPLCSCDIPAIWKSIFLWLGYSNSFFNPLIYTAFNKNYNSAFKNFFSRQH
AddAB inh: less growth of phage-infected E. coli with AddAB; E. coli expressing H. pylori AddAB, absorbance growth; inhibition, % at 11.9 µM; 330,000 compounds, 0.29% hits; AID 435030; in the data active = inhibition above about 12%;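 note: 0% = vehicle wells of infected cells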
SUMO Mot1 rescue: inhibitors of SUMOylation pathway: yeast Mot1-301 growth rescue | S. cerevisiae Mot1-301 growth rescue, ATP luminescence, 38.5C; percent above DMSO median, 100 means doubled | growth rescue, % at 18.8 µM | 320,000 compounds, 1% hits;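 active = every valid replicate shows activation above 250% relative to neutral control wells; inactive = the rest, any valid replicate at or below 250%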;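 note: OY570 slx delta 5 strain wells were the positive control but not used for scaling; some compounds called inactive have numbers as strong as hits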
PKA-R2B activ: activates the human PKA-R2B holoenzyme complex; PKA-R2B holoenzyme dissociation, Cy5-IP20 fluorescence polarization; R2B truncated from residue 108, S112A mutant; 0% DMSO only, 100% 113 µM cGMP; activation, % at 11.4 µM; AID 504700; 340,000 compounds, 0.079% hits;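 active = activation above a cutoff set at the mean over all compounds plus 3 SD, cut at about 18% in these data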;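 note: higher means more holoenzyme dissociation and a rise in polarization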
Target sequence (P31323 whole entry, looked up, other chains not shown, the tested form may be a part): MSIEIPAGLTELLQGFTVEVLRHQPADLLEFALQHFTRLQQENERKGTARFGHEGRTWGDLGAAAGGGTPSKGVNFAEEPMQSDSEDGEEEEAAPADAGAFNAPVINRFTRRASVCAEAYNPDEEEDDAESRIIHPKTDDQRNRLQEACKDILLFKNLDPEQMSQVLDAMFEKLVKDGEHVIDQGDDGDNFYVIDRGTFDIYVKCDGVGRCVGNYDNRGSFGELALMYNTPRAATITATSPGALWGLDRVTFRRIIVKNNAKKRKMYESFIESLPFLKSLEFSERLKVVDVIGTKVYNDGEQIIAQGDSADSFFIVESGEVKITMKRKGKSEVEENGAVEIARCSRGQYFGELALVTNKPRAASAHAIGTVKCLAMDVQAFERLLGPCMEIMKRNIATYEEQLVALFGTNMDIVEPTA
HTR5A inv ctr: inverse agonist of human HTR5A in OPRM1-OPRD1 counter-screen | P47898 | HTR5A cell line, luminescence, inverse agonism | inhibition, % at 9.3 µM | 340,000 compounds, 0.083% hits | AID 504634; in the data active = inhibition mostly above about 23%, no sharp cut-off; inactive = mostly below about 18%;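 note: 0% = cells with DMSO and 100% = no-cell wells with DMSO; some compounds called inactive have numbers as strong as hits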
E coli growth: reduces bacterial viability in AddAB counter-screen; inhibition, % at 11.9 µM; E. coli V3065 growth, OD600 absorbance, 18 h; AID 449728; 330,000 compounds, 0.27% hits;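 active = inhibition above the campaign's mean inhibition across all tested compounds plus 3 SD, cut at about 9.9% in these data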;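 note: uninfected addAB+ strain grown without phage in ampicillin broth; 0% = DMSO wells and 100% = ciprofloxacin 0.95 µg/ml wells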
Tat export inh: inhibitors of E. coli Tat protein transport. 340,000 compounds, 0.036% hits. inhibition, % at 10 µM. E. coli MC4100 TorA-mCherry Tat export, fluorescence. AID 488895;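 active = mean replicate inhibition at least 50% and at least half of replicates individually reaching 50%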;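 note: exported cargo escapes ClpAP degradation while cytoplasmic cargo is degraded and loses fluorescence; 0% = median of neutral control wells and 100% = median of NaSCN control wells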
Numbers without * were called inactive; / = not tested or not shown.

| structure | Tat export inh | HTR5A inv ctr | HTR5A ag ctr | PKA-R2B activ | E coli growth | SUMO Mot1 rescue | CDK5 inh | PKA-R1A activ | phage Ecoli inh | DAGLB inhibitor | AddAB inh |
| --- | --- | --- | --- | --- | --- | --- | --- | --- | --- | --- | --- |
| Cc1ccc(C(=O)NCCCN2CCOCC2)c(Cl)c1 | 3.0 | -13.6 | 4.0 | 2.2 | -1.5 | 10.4 | 1.9 | -3.8 | -0.5 | 0.1 | -0.1 |
| CCCS(=O)(=O)NCCc1cc2ccc(OC)cc2[nH]c1=O | -13.3 | -4.5 | 1.5 | -2.0 | -2.2 | -9.1 | -4.7 | -1.9 | -0.8 | -0.8 | 2.3 |
| C[n+]1ccc(C(=O)Nc2ccccc2Cl)cc1 | 2.6 | 9.3 | 0.2 | -4.9 | 2.2 | 1.5 | 1.6 | -7.2 | -1.2 | 1.0 | -1.2 |
| CCCCNC(=O)C1CC(=O)N(CCc2ccccc2)C1 (stereo unspecified) | -5.4 | 8.2 | 6.9 | 2.6 | -2.3 | 74.7 | 1.9 | 6.4 | 0.0 | -0.8 | -3.3 |
| CCC(C)Sc1cccc(-c2nc3ccccn3c2NCc2ccccc2)c1 (stereo unspecified) | 2.7 | 30.9 | 2.2 | 16.7 | -1.1 | 42.3 | -1.4 | -1.9 | -1.5 | 0.3 | 0.9 |
| COc1ccc(/C=N/NC(=O)c2ccn[nH]2)cc1Cn1cc([N+](=O)[O-])cn1 | 1.1 | 22.3 | -1.2 | 4.9 | -0.2 | -10.8 | 1.7 | -17.9 | 4.8 | 1.8 | 3.2 |
| CC(=O)c1sc(NC(=O)CN2C(=O)CCC2=O)nc1C | -2.3 | -24.1 | -0.6 | -8.1 | 0.6 | 7.1 | 0.7 | 0.1 | 2.2 | -1.8 | 3.3 |
| COc1ccccc1CC(=O)Nc1cc(S(=O)(=O)N2CCOCC2)ccc1N1CCOCC1 | -1.3 | -20.6 | 7.5 | 2.2 | -0.2 | -2.5 | 0.6 | -4.0 | 1.2 | 1.8 | 0.9 |
| O=C(Nc1ccccc1)Nc1c(F)cccc1F | 3.0 | -3.9 | 1.4 | -7.8 | -1.5 | 1.6 | 0.9 | -11.3 | 2.2 | -3.7 | 0.0 |
| COc1ccc(Nc2nnc(SCC(=O)NC3CC3)s2)cc1 | -6.3 | -3.4 | 1.4 | -7.1 | -2.2 | -22.2 | 0.4 | -9.9 | -0.8 | -1.3 | 1.6 |
| CC(NC(=O)Nc1ccc(Cl)cc1)C1CCCO1 (stereo unspecified) | 7.9 | 12.3 | -5.0 | 7.5 | -2.0 | 162.6 | 0.6 | 0.1 | 2.5 | -3.7 | -0.8 |
| CCN(C(=O)COC(=O)/C=C/c1nc2ccccc2s1)c1c(N)n(Cc2ccccc2)c(=O)[nH]c1=O | -3.0 | -8.0 | 3.2 | -8.8 | / | / | 1.2 | -3.5 | -1.2 | -1.2 | / |
| CS(=O)(=O)N(CC(=O)N1CCN(c2ccc(F)cc2)CC1)c1ccc(F)c(Cl)c1 | -1.6 | -15.8 | -1.1 | -6.9 | 2.5 | 1.8 | -0.5 | 3.9 | -2.5 | 0.4 | 1.2 |
| Cn1c(SCC(=O)N2CCN(c3ccccc3)CC2)nnc1-c1ccccc1 | 3.5 | 21.9 | -4.0 | 1.1 | -2.2 | 16.8 | -1.8 | 3.5 | 0.3 | -2.5 | 0.9 |
| Nc1nnc(SCC(=O)NN2C(=O)NC3(CCCCC3)C2=O)s1 | 2.9 | 7.3 | -0.3 | -4.4 | 2.3 | -28.9 | 0.0 | -9.1 | 1.0 | 1.6 | 2.8 |
| CC1=C(C(=O)Nc2ccc(C(=O)N3CCN(c4cccc(Cl)c4)CC3)cc2)SCCO1 | 8.7 | -14.9 | 4.0 | -11.8 | -1.6 | 2.3 | / | 6.3 | 1.5 | 1.7 | 3.1 |
| Cc1oc2cc3oc(=O)c(CCC(=O)NCCC(=O)O)c(C)c3cc2c1C | 2.3 | -1.8 | 0.5 | -5.5 | 0.8 | 50.6 | -1.0 | -3.3 | 0.3 | -0.8 | 0.5 |
| O=C(Nc1ccnn1C1CCN(CC(O)CO)CC1)C1CCCC1 (stereo unspecified) | 2.4 | -7.6 | 0.8 | 5.1 | / | 16.3 | -3.1 | 0.8 | 0.8 | -1.6 | / |
| CCCCn1nc(C(=O)Nc2ccc3c(c2)OCCO3)c2ccccc2c1=O | 4.3 | 4.1 | -1.5 | 6.2 | -0.2 | -9.6 | 0.8 | 2.6 | 0.7 | -2.5 | -0.4 |
| CCOC(=O)N1CCN(C(=O)c2ccc3c(c2)N(Cc2cccc(Cl)c2)C(=O)c2ccccc2S3=O)CC1 (stereo unspecified) | 6.1 | 8.3 | 4.0 | -14.1 | -0.5 | 4.5 | -2.5 | -9.4 | 1.2 | 1.2 | 2.5 |
| COc1cccc(/C=N/NC(=O)c2ccc(CN3c4cccc5cccc(c45)S3(=O)=O)cc2)c1 | 0.9 | -4.9 | 2.1 | 2.9 | -0.1 | -8.1 | 0.9 | 2.7 | 4.5 | -5.1 | 2.7 |
| CC(=O)Nc1ccc(OCc2cccc3ccccc23)cc1 | 2.7 | -3.3 | 1.2 | -4.9 | -1.7 | 2.6 | -3.7 | 0.0 | 4.4 | 1.0 | 1.4 |
| CNC(=O)c1nn(-c2ccc(Cl)cc2)ccc1=O | -1.0 | -3.7 | 1.4 | 1.6 | 1.7 | 708.9 | 0.1 | -13.3 | 1.8 | 1.2 | 2.2 |
| COc1ccc(N2CCN(C3CC(=O)N(Cc4ccccc4)C3=O)CC2)cc1 (stereo unspecified) | 2.0 | 5.2 | -1.5 | -16.9 | -3.3 | -9.0 | 0.3 | 0.7 | -0.5 | 1.8 | -2.3 |
| COc1cc2c(cc1OC)C(c1cc(Br)c(OC)c(OC)c1)CC(=O)N2 (stereo unspecified) | -1.3 | -0.1 | 0.0 | -12.7 | / | -1.1 | 1.2 | -1.5 | 0.0 | 0.6 | / |
| COc1ccc(/C=N/Nc2nc(N3CCCC3)nc(N3CCCC3)n2)cc1 | -2.0 | -17.2 | -4.0 | -2.3 | -2.3 | -8.6 | 1.2 | 1.8 | 5.7 | -0.4 | 2.1 |
| CCn1c(COc2ccccc2OC)nc2ccccc21 | -8.0 | -4.2 | 1.1 | 9.2 | -1.7 | 7.7 | 0.0 | 7.0 | 3.1 | -0.9 | -1.6 |
| Cc1ccc(C(=O)OC(C)C(=O)c2cc(C)c(C)cc2C)o1 (stereo unspecified) | 1.8 | 2.7 | -1.1 | 0.5 | 0.4 | 75.6 | 0.0 | 7.9 | / | -5.5 | -2.8 |
| O=[N+]([O-])c1ccc(N/N=C/c2ccc(O)c(O)c2O)c(S(=O)(=O)N2CCOCC2)c1 | 4.7 | 26.7* | -10.2 | -1.8 | / | / | 2.4 | 1.1 | 11.0* | 22.1 | / |
| Cc1nc(-c2ccccc2)cc(N2CCCC2)n1 | -7.3 | -8.8 | 0.4 | 7.4 | 2.0 | -7.3 | -2.3 | 0.6 | 3.2 | 0.6 | 1.9 |
| CCOc1ccccc1NC(=O)COC(=O)Cc1ccsc1 | 5.1 | -6.9 | 2.8 | -11.9 | -2.4 | / | 0.0 | -2.8 | -0.8 | -3.7 | 2.3 |
| CCN(CC)C(=O)C1CCCN(C(=O)c2cc(COc3cccc(OC)c3)on2)C1 (stereo unspecified) | 0.6 | -3.4 | 3.8 | -1.2 | -1.1 | -7.5 | -0.7 | 0.6 | 3.1 | -2.0 | -0.1 |
| CCOC(=O)c1cnc(-n2nc(C)cc2C)nc1N(CC)CC | 6.0 | 16.8 | -7.0 | 3.7 | -3.1 | -12.8 | 0.1 | 5.3 | -1.9 | 0.8 | 3.4 |
| Cn1c(=O)c2c(ncn2CC(COCc2ccccc2Cl)OCc2ccccc2Cl)n(C)c1=O (stereo unspecified) | 6.2 | 5.0 | -1.6 | -8.3 | -2.6 | -16.4 | 0.4 | 1.0 | 2.0 | -2.2 | 1.8 |
| COc1ccc(-n2cc(C(=O)c3ccc4ccccc4c3O)cn2)cc1 | -8.5 | 1.5 | 1.9 | -2.9 | 0.0 | 3.8 | -0.7 | -5.2 | 3.3 | -1.8 | -0.7 |
| CC(C)(C)OC(=O)N1CCC[C@H]1C(=O)Nc1ccc(S(=O)(=O)C(F)F)cc1 | -1.9 | 6.4 | -1.8 | -7.1 | 2.0 | 26.2 | 0.9 | 3.7 | 2.1 | -6.8 | 1.9 |
| O=C1CCc2cc(S(=O)(=O)Nc3ccccc3)cc3c2N1CC3 | 29.8 | -2.7 | -3.4 | -8.9 | 1.6 | 0.0 | -4.1 | -10.5 | 2.6 | 2.3 | 1.8 |
| COc1ccc(NC(=O)c2ccco2)c(NC(=O)Cc2cccs2)c1 | -1.9 | -9.4 | 0.9 | -2.9 | -0.3 | -15.4 | -0.2 | -18.2 | 1.8 | -2.8 | -1.6 |
| CCOc1ccc(NC(=O)CN(C)C(=O)c2cn(-c3ccc(C)cc3)nc2-c2cccc(OC)c2)cc1OCC | 1.2 | -10.4 | 1.6 | -19.2 | / | / | -0.7 | -3.1 | 2.6 | -6.4 | / |
| COc1ccccc1C(=O)N/C(=C\c1cn(C)c2ccccc12)C(=O)N1CCCC1 | -5.5 | -17.5 | -0.1 | -10.4 | -0.6 | 11.0 | -1.5 | -6.0 | -2.2 | 4.4 | -0.8 |
| O=C(Nc1ccc(Cc2ccncc2)cc1)c1ccc(S(=O)(=O)N2CCCC2)cc1 | -1.2 | 4.0 | -1.1 | -2.6 | / | / | -0.9 | 4.9 | 4.3 | 1.2 | / |
| CC12CCC(=O)C=C1CCC1C2CCC2(C)C(c3csc(N)n3)CCC12 (stereo unspecified) | 2.0 | -26.9 | 7.5 | 5.4 | / | / | 1.5 | 1.4 | 6.7 | 0.8 | / |
| CCOc1ccc(/C(O)=C2/C(=O)C(=O)N(CC3CCCO3)C2c2cccs2)cc1 (stereo unspecified) | -4.6 | 1.7 | -0.5 | -11.1 | 2.7 | -35.1 | 0.9 | -0.6 | 3.4 | 2.7 | 0.5 |
| c1ccc(C(c2ccccc2)c2noc(CN3CCC(c4ccncc4)CC3)n2)cc1 | 0.8 | 4.7 | -1.7 | -1.6 | -1.6 | 4.2 | -1.2 | -9.7 | 1.5 | -4.8 | 4.0 |
| O=C(NN=C1CCCC1)c1ccccc1OCc1ccc(Cl)cc1 | -9.0 | -5.8 | -1.4 | -15.7 | 0.3 | 4.5 | -0.3 | -8.1 | 3.8 | -6.9 | -0.7 |
| CSc1nc2[nH]ncc2c(=O)n1-c1ccccc1 | 2.9 | -13.4 | 3.6 | 0.0 | 2.4 | -17.5 | 1.2 | -9.9 | 2.7 | -0.8 | 3.8 |
| CCOc1ccccc1NC(=O)NC1CCCCCCC1 | -2.2 | 13.8 | 2.1 | -4.1 | / | -6.2 | 1.2 | 7.5 | 1.7 | -5.0 | / |

Screening results from PubChem.
